Assay outcomes: PubChem, several laboratories
STAT1 act – activators of IFN-gamma induced STAT1 signaling; activation (% of control), % at 5.5 µM; 200,000 tested, 2.6% active; AID 932; NIH 3T3 STAT1-luciferase reporter, luminescence; 100% = IFN-gamma alone, no compound;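 active = activation above the screen-wide mean activation plus 3 SD, cut at about 130% in these data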;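 also: raw ratio to IFN-gamma control signal so 100% means no change and 0% no light; values of inactives mirror those of a sister screen read the other way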
APP 5'UTR act – APP 5'UTR luciferase reporter activation | SH-SY5Y APP 5'UTR luciferase reporter, luminescence; zero percent = DMSO vehicle wells | activation, % at 2 µM | 190,000 tested, 1% active;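 active = activation above a set limit, based on mean plus 3 SD of controls, cut at about 140% in these data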; also: values of inactives mirror those of a sister screen read the other way
APP 5UTR inh – APP translation inhibition; SH-SY5Y APP 5'UTR-luciferase reporter, luminescence; inhibition, % at 2 µM; 190,000 tested, 0.82% active;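 active = inhibition above a set limit, derived from the sample mean plus 3 SD, cut at about 45% in these data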; also: values of inactives mirror those of a sister screen read the other way
G6PDH counter – L. mesenteroides G6PDH inhibition counter-screen; Purified L. mesenteroides G6PDH, diaphorase/resazurin coupled fluorescence, 45 min; inhibition, % at 5 µM; 200,000 tested, 0.12% active; AID 1020; in the data active = inhibition above about 50%
Hsp70 act – switches on Hsp70 transcription; activation, % at 10 µM; 200,000 tested, 0.04% active; HeLa Hsp70 promoter luciferase reporter, luminescence; scaled: vehicle 0, proteasome-inhibitor control 100%;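 active = activation above the mean across all tested compounds plus 3 SD, cutoff set per campaign, cut at about 5.5% in these data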;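 also: 100% = MG132 at 30 µM as the positive control and 0% = DMSO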
HMGR II inh – blocks class II HMG-CoA reductase of Enterococcus faecalis; purified E. faecalis HMGR, NADPH absorbance 340 nm kinetic; inhibition, % at 10 µM; 190,000 tested, 0.41% active; AID 1066;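 active = inhibition above a set limit, the median over all tested compounds plus 3 SD, cut at about 9.5% in these data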;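 also: enzyme runs in reverse so mevalonate oxidation gives rising NADPH absorbance; 0% = complete reaction with DMSO and 100% = background rate lacking mevalonate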
DTT redox prof – compounds producing H2O2 with reducing agent – biochemical, NIH compound library profiling, artefact control for MLSCN library redox annotation, primary screen; DTT-dependent redox cycling H2O2, phenol red/HRP absorbance; 100% = 100 µM peroxide control, 0% = buffer; activation, % at 10 µM; 200,000 tested, 0.03% active; AID 878;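 active = activation of at least 50% relative to the plate's high and low controls in the primary single-dose screen; inactive = activation below 50%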;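 also: compound incubated with DTT at 0.8 mM final as the reducing agent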
FLuc act counter – firefly luciferase counter-screen for stimulation assays; P08659; ATPlite luciferase biochemical, luminescence, 10 min; 0 = ATP-free wells, 1 = DMSO control; activation factor at 10 µM; 200,000 tested, under 10 active;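 active = luciferase activation factor, scaled between plate controls, of at least 2 with compound at 10 µM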
Target sequence (P08659 whole entry, looked up): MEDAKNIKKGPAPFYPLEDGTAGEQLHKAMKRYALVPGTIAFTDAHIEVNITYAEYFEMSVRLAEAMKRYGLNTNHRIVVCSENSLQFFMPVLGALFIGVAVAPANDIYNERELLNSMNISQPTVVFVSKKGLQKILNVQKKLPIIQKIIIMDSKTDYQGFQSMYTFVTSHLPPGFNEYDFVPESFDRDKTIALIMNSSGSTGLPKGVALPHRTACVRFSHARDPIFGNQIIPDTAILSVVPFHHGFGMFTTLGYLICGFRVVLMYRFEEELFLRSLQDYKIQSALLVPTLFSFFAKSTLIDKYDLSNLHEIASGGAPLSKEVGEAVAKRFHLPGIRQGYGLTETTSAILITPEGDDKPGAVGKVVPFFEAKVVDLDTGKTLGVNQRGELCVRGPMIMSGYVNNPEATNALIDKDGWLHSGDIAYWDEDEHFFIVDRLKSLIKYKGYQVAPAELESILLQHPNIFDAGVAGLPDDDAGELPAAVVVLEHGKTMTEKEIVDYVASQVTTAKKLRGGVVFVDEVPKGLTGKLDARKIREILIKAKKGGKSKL
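test system = cell-free luciferase reagent | medium = PBS as buffer for the ATP substrate | dosing = test compounds dosed from 2 mM stocks in 100% DMSO | incubation = 10 min at ambient temperature | detection = luminescence measurement of luciferase light output | benchmarks = low control with PBS replacing ATP, high control enzyme plus ATP without compound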
FLuc inh counter – inhibits firefly luciferase, flagging false hits in luciferase inhibition screens; P08659; ATPLite firefly luciferase biochemical luminescence, 10 min; inhibition, % at 10 µM; 200,000 tested, 1.5% active; AID 1006;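 active = inhibition above about 50% when tested at 10 µM, limit read from the data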
NF-kB neuron act – NF-kB expression increase, human neuronal cells; NF-kB reporter expression; active compounds read high; 190,000 tested, 1.6% active; fold change at 12.5 µM; in the data active = fold change above about 3.3
An asterisk follows results filed as active; . = not tested or not shown.

SMILES	STAT1 act	APP 5'UTR act	APP 5UTR inh	G6PDH counter	Hsp70 act	HMGR II inh	DTT redox prof	FLuc act counter	FLuc inh counter	NF-kB neuron act
CCOc1ccc(C2NC(=O)c3n[nH]c(C)c32)cc1 (centres undefined)	110	-6	6	-4	0.0	0	-0.5	1.1	-10	0.91
CCOC(=O)CNC(=O)N1CCCC(C(=O)c2cccc(Cl)c2)C1 (centres undefined)	101	1	-1	18	0.0	-1	0.5	1	0	1
Cc1ccccc1S(=O)(=O)Cc1ccc(C(=O)NCCN2CCCCC2C)o1 (centres undefined)	101	-9	9	-1	-0.5	1	-0.6	1	-3	0.86
O=C(CCNC(=O)c1ccco1)Nc1ccc(Cl)cc1	91	3	-3	8	-0.1	-5	-1.0	1	-3	1.1
CCCCN1CC2=C(C1=O)C(c1ccc(O)cc1)NC(=O)N2C (centres undefined)	96	15	-15	6	-0.3	-2	-0.4	1	-2	1.2
COc1ccc(C=O)cc1Oc1nc(Cl)ncc1F	91	7	-7	7	-0.3	-7	0.2	1.1	-5	1.2
COC(=O)C1CSc2[nH]c(=O)sc2C1c1ccccc1 (centres undefined)	100	-2	2	-12	-0.4	-2	-0.1	1	-5	1
O=C(NCCc1c[nH]c2ccccc12)C(=O)NCC1OCCCN1S(=O)(=O)c1cccs1 (centres undefined)	89	8	-8	-2	-0.6	-4	-0.6	1.1	-5	1.2
CCOC(=O)c1c(NC(C)=O)sc2c(O)c(Br)ccc12	96	8	-8	3	-0.4	-1	-0.1	1.1	-6	0.98
COc1ccc(OC)c(NC(=O)Cn2c(CCC(=O)O)ccc2-c2ccccc2)c1	105	-11	10	6	-0.2	-5	0.3	1.1	-6	0.86
N#CCc1nc(CSc2nc3ccccc3s2)cs1	118	-5	5	17	-0.1	-1	0.1	0.9	6	1.6
CC12CC(NC(=O)N1c1cccc(C(=O)NCc3ccccc3)c1)c1ccccc1O2 (centres undefined)	94	-3	3	12	-0.1	-7	0.8	1	-2	1.2
O=C(c1ccco1)N1CCN(C(=O)C(c2ccccc2)c2ccccc2)CC1	89	-3	3	-5	-0.1	1	0.5	1.1	-8	0.9
CCOC(=O)c1[nH]c2ccccc2c1NC(=O)C1CCCCC1	90	0	0	5	-0.2	-9	0.7	1	-4	1.1
CC(=O)c1cn(CC(=O)Nc2ccc(C)c(C)c2)c2ccccc12	78	-12	12	2	-0.3	0	0.3	1	-3	1.1
COc1ccc(CCN2C(=O)c3ccccc3C2(O)c2ncc[nH]2)cc1OC (centres undefined)	102	3	-3	3	-0.2	0	0.2	1	-3	1.2
Cc1ccc(Sc2c(C(=O)Nc3ccc(F)cc3F)c(C(F)(F)F)nn2C)cc1	99	.	.	3	-0.3	-7	-0.7	1.1	-6	1.2
CCOC(=O)c1c(-c2ccc(OC)cc2)csc1NC(=O)COc1ccc2c(C)cc(=O)oc2c1	98	-7	7	0	0.2	-7	-0.1	1	-2	0.99
CCOc1ccc(NC(=O)CSc2nnc(-c3ccccn3)n2C)cc1	107	16	-16	-1	-0.2	-3	-3.9	1	-4	1.1
Cc1ccc(C)c(NC(=O)c2ncn[nH]2)c1	92	3	-3	3	-0.1	0	2.2	1.1	-5	0.99
CCOc1cc(C)nc(NCc2ccccc2)n1	101	-14	14	6	-0.4	0	0.0	1	-5	2.8
CSc1ncccc1C(=O)N1CCCC(C(=O)c2ccc3ccccc3c2)C1 (centres undefined)	83	-8	8	12	-0.1	4	-1.2	1.1	-6	0.97
Cc1cccc(C(=O)OC(C)CN2CCOCC2)c1 (centres undefined)	112	-14	14	6	-0.2	5	0.3	1	-1	1.5
Cc1cc(C(=O)CN2C(=O)NC3(CCC(C)CC3)C2=O)c(C)n1C (centres undefined)	100	-2	2	2	-0.2	-11	-0.2	1	-4	1.1
CCN(CCNC(=O)CCCn1nc(C)n2c(cc3sccc32)c1=O)c1ccccc1	106	16	-16	0	0.4	3	-3.3	1.1	-7	0.98
O=C(Cc1c[nH]c2ccccc12)NC1(C(=O)NC2CCCCC2)CCCCC1	102	3	-3	-10	0.1	5	-0.4	1	2	1.1
CCOc1ccc(N2C(=O)CC(NCCc3ccc(S(N)(=O)=O)cc3)C2=O)cc1 (centres undefined)	96	0	0	7	-0.7	-6	2.2	1.1	-5	1.8
O=C(NCc1ccc2c(c1)OCO2)c1ccc(-n2cnnn2)cc1	100	-6	6	4	-0.1	-3	-0.8	1	-2	1.3
Cc1cc(C)cc(N(CC(=O)NC2CCCCC2)C(=O)c2ccc(C)s2)c1	87	-4	4	-1	-0.1	2	-4.9	1.1	-9	1
COc1ccccc1NC(=O)Cn1nnc(-c2ccccc2NC(=O)c2cccs2)n1	103	-5	5	11	-0.2	2	0.0	1.1	-9	1.1
O=C(Nc1nc(-c2cc(F)ccc2F)cs1)c1ccccn1	126	-22	22	1	-0.1	-2	-1.3	1	-2	1.4
COc1ccc(Cn2nnc3c(=O)[nH]c(C4CCCN(C(=O)c5ccccc5)C4)nc32)cc1 (centres undefined)	98	-15	15	4	-0.4	-7	-0.2	1	-1	1.1
COc1ccccc1NC(=O)/C(C#N)=C/c1cc([N+](=O)[O-])ccc1N1CCCC1	101	43	-43	-33	-0.1	-2	0.0	1.1	-8	0.77
CCCn1c(=O)c2ccccc2n2c(SCCOc3ccc(C)cc3)nnc12	96	5	-5	8	-0.2	-5	-1.4	1	-4	1.8
Nc1nnc(SC2CCCC2)s1	95	14	-14	1	-0.3	-5	-0.1	1.1	-6	1.3
CC1(C)CC(NC(=O)CCc2nnc(CCCCc3ccccc3)o2)CCO1 (centres undefined)	95	-23	23	7	-0.1	-3	-1.3	1	-3	0.96

One compound at a time, from the list above. Order of screens: STAT1 act	APP 5'UTR act	APP 5UTR inh	G6PDH counter	Hsp70 act	HMGR II inh	DTT redox prof	FLuc act counter	FLuc inh counter	NF-kB neuron act
COc1ccccc1NC(=O)/C(C#N)=C/c1cc([N+](=O)[O-])ccc1N1CCCC1 is entered as 101	43	-43	-33	-0.1	-2	0.0	1.1	-8	0.77
Nc1nnc(SC2CCCC2)s1 is entered as 95	14	-14	1	-0.3	-5	-0.1	1.1	-6	1.3
O=C(Cc1c[nH]c2ccccc12)NC1(C(=O)NC2CCCCC2)CCCCC1 is entered as 102	3	-3	-10	0.1	5	-0.4	1	2	1.1

The list goes on.
SMILES	STAT1 act	APP 5'UTR act	APP 5UTR inh	G6PDH counter	Hsp70 act	HMGR II inh	DTT redox prof	FLuc act counter	FLuc inh counter	NF-kB neuron act
O=C1CC(c2ccco2)CC(O)=C1C=NCCN1CCN(C2CC(=O)N(c3ccccc3)C2=O)CC1 (centres undefined)	97	1	-1	9	-0.2	-5	1.9	1.1	-8	1.1
Cc1ccccc1NC(=S)N(C)Cc1cccs1	106	1	0	-1	0.0	1	-1.6	1.1	-7	1.3
S=C(c1ccc(N2CCOCC2)cc1)N1CCCCC1	105	12	-12	13	-0.4	-2	3.5	1	-3	1.1
O=C(NCc1cccnc1)C1CCN(S(=O)(=O)c2cccs2)CC1	99	16	-16	0	-0.3	-6	1.2	1	-3	0.93
COc1cccc2cc(/C(=N/O)c3ccc(Br)cc3)oc12	102	-7	8	-2	0.3	0	0.0	1.1	-5	1.3
COc1ccccc1-n1cc(C(=O)NCC(=O)N2CCN(Cc3ccccc3)CC2)c2ccccc2c1=O	102	11	-11	-2	0.5	-3	7.9	1	-5	0.92
O=C1CCCc2nc(N3CCN(c4ccccc4)CC3)ncc21	99	3	-3	5	-0.1	0	1.0	1	-4	1.6
COc1ccc(-n2c(SCC(=O)Nc3ccccc3)nnc2-c2ccoc2C)cc1	87	-5	5	.	0.1	-1	-0.4	.	.	1.1
Nc1cc(=O)[nH]c(SCc2cccc(Cl)c2)n1	99	-10	10	9	-0.4	1	-1.3	1.1	-8	0.91
CN1CCN(c2nc(-c3cccs3)nc3ccccc23)CC1	94	-7	7	15	-0.3	-1	-0.7	1	-3	1.2
CC(Oc1ccccc1Cl)C(=O)N(Cc1ccco1)C1CCS(=O)(=O)C1 (centres undefined)	100	14	-14	6	0.0	-4	0.1	1.1	-7	1.1
COc1ccc(CC2(C)OC(c3ccncc3)=NN2C(C)=O)cc1 (centres undefined)	94	0	0	3	-0.3	-6	1.2	1	-4	1.1
O=C(NCc1ccccc1)C1COc2ccccc2O1 (centres undefined)	108	23	-23	-1	-0.1	-5	0.8	1	-4	1.7
O=C(Cc1ccccc1)NCC(=O)OCC(=O)c1ccc(Cl)c([N+](=O)[O-])c1	97	1	-1	7	-0.2	-2	-0.3	1.1	-8	0.78
Cc1ccc(CC(=O)N2CCN(c3ccccc3F)CC2)cc1	110	9	-9	7	-0.1	1	0.5	1.1	-5	1.2
CC(=O)c1ccc(N2CCN(C(=O)CCS(=O)(=O)c3ccc(C)cc3)CC2)cc1	88	-8	8	0	-0.1	0	-3.7	1	-2	0.92
CCO[C@@H]1OC(C(=O)N2CCN(Cc3ccc4c(c3)OCO4)CC2)=C[C@H](c2ccc(C(F)(F)F)cc2)[C@H]1CCCO	101	9	-9	18	-0.2	1	-0.4	1.1	-6	0.75
CC1CCN(C(=O)CN(c2ccc(Oc3ccccc3)cc2)S(C)(=O)=O)CC1	93	14	-14	7	-0.3	-4	-5.5	1.1	-5	0.81
O=C(Nc1ccc2c(c1)OCCO2)c1ccco1	128	93	-93	1	0.1	-1	1.9	0.5	50*	2.2
O=[N+]([O-])c1cccc(CNC2CCCCCC2)c1	99	14	-14	11	-0.2	-3	-0.1	1	-5	0.99
COC(=O)c1sccc1NC(=S)N1C(C)CCCC1C (centres undefined)	103	-15	15	3	0.5	-2	0.4	1.1	-8	1.1
CSc1nc(-c2ccccc2)nc(N)c1C(C)=O	106	.	.	1	-0.2	-5	1.1	1	-4	1.3
Cc1cccc2sc(NC(=O)c3ccc(NS(=O)(=O)c4cccs4)cc3)nc12	109	28	-28	-3	-0.3	3	0.1	1.1	-8	0.99
Cc1cc(N2CC(C)OC(C)C2)nc(C(C)C)n1 (centres undefined)	98	12	-12	1	0.1	2	-1.9	1	-3	1.1
COc1cccc(N2C(=O)CC(Nc3ccc(N4CCOCC4)cc3)C2=O)c1 (centres undefined)	100	3	-3	5	-0.2	0	0.7	1	-2	1.2
COc1ccc(-c2cn[nH]c2-c2ccc(OCc3ccc([N+](=O)[O-])cc3)cc2O)cc1	98	-1	1	-7	-0.4	-2	0.0	1	2	0.78
Cc1cc(C)nc(N(C#N)S(=O)(=O)c2ccc(Br)cc2)n1	99	16	-16	4	-0.4	-3	0.4	1	0	1.2
O=C(NCCc1nnc2ccc(NCc3ccc(F)cc3)nn12)c1ccccc1	92	-17	17	11	-0.2	-7	-0.8	1	-5	1.1
CCc1ccc(NC(=S)Nc2ccc3cn[nH]c3c2)cc1	106	10	-10	7	-0.2	-3	-0.7	1	3	1.6
COc1ccc(CCNC(=S)NC2CCN(Cc3ccccc3)CC2)cc1OC	92	-4	4	18	-0.4	-5	-0.9	1	1	0.89
COC(=O)c1c(NC(C)=O)sc(C(=O)Nc2ccccc2OC)c1C	97	3	-3	7	-0.2	-3	0.4	1	-4	0.84

Only NF-kB neuron act, for some of the entries so far:
SMILES	NF-kB neuron act
Cc1cc(C)nc(N(C#N)S(=O)(=O)c2ccc(Br)cc2)n1	1.2
CCc1ccc(NC(=S)Nc2ccc3cn[nH]c3c2)cc1	1.6
